Screening results: PubChem, ICCB-Longwood Screening Facility, Harvard Medical School
PV pol inh: inhibitors of poliovirus RNA polymerase binding and polymerization; poliovirus polymerase elongation, fluorescence polarization; hits give low values; P03300; % elongation, % (compound at 16.7 µg/mL); 150,000 tested, 0.66% active; in the data active means % elongation below about 90%; further: some results filed as inactive read as strong as hits
Target sequence (P03300 1749-2209 limits assumed): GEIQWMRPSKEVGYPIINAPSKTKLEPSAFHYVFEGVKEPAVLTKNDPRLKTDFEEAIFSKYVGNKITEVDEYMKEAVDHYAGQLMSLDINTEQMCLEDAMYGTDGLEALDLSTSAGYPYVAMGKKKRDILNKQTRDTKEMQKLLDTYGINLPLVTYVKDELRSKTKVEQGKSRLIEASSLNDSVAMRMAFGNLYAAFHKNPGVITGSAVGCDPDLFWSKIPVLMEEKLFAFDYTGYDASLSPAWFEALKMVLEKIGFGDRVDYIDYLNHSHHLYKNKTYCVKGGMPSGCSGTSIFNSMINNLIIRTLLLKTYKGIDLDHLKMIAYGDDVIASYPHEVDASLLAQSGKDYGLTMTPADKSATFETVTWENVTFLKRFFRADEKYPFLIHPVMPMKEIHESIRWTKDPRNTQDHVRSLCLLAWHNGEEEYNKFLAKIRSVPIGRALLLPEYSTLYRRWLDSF
PV pol inh FP z-score: further read-out of PV pol inh, marked with its call; z-score; measured here: FP z-score; hits read low
Numbers without * were called inactive; & = joins results of further samples. This is a subset; rates above refer to the full screens.

mol | PV pol inh | PV pol inh FP z-score
Cc1cc(C(F)(F)F)c(C#N)c(=S)[nH]1 | 104.0&90.0 | 0.5&-1.6
COC(=O)c1cc2oc(C)cc2n1Cc1cccc(Cl)c1 | 111.0 | 1.5
N=c1c2c3c(sc2ncn1CCCn1ccnc1)CCCCC3 | 101.0 | -0.1
CC(C)(C)c1cc2ncnc(NNC(=O)c3cccs3)c2s1 | 104.0 | 0.7
Nc1ccc(-c2ccc(C(=O)O)s2)cn1 | 100.0 | -0.5
Cc1n[nH]c(C)c1S(=O)(=O)Nc1ccccc1C(=O)Nc1ccc2c(c1)OCO2 | 97.0 | -0.5
CCCn1c(NC(=O)CN2C(=O)C3C4C=CC(C4)C3C2=O)nc2ccccc21 (stereo not given) | 100.0 | -0.3
Cc1cccc(C(C)C)c1NC(=O)COC(=O)c1ccccc1N | 104.0 | 1.3

The final four records of the part above lead into the next.
mol | PV pol inh | PV pol inh FP z-score
Nc1ccc(-c2ccc(C(=O)O)s2)cn1 | 100.0 | -0.5
Cc1n[nH]c(C)c1S(=O)(=O)Nc1ccccc1C(=O)Nc1ccc2c(c1)OCO2 | 97.0 | -0.5
CCCn1c(NC(=O)CN2C(=O)C3C4C=CC(C4)C3C2=O)nc2ccccc21 (stereo not given) | 100.0 | -0.3
Cc1cccc(C(C)C)c1NC(=O)COC(=O)c1ccccc1N | 104.0 | 1.3
O=C(Nc1ccc(S(=O)(=O)NC2=NCCCCC2)cc1)C1COc2ccccc2O1 (stereo not given) | 108.0 | 0.6
CN(c1ccccc1)n1c(-c2ccccc2)nc2ccccc2c1=O | 102.0 | 0.6
CC(C)(C)c1ccc(C(=O)NC(Cc2c[nH]c3ccccc23)C(=O)OCC(=O)c2ccc(Br)cc2)cc1 (stereo not given) | 106.0 | 0.2
Nc1ccccc1C(=O)NCC1CCCO1 (stereo not given) | 102.0 | 0
COc1ccc(C2CC(C)=NN2C=O)cc1OC (stereo not given) | 102.0 | 0.2
CCOC(=O)CSc1n[nH]c(=S)s1 | 101.0 | -0.2
Nc1nc(Nc2cccc(Cl)c2)sc1C(=O)c1ccc(F)cc1 | 110.0 | 0.9
Cc1cc2[nH]c(=O)c(=O)[nH]c2cc1S(=O)(=O)N1CCc2ccccc2C1 | 99.0 | -0.6
O=C(NCc1ccco1)C1CCC(C(=O)NCc2ccco2)CC1 (stereo not given) | 101.0 | -0.4
CCOC(=O)C1C(=O)NC(N2CCc3ccccc32)=NC1c1ccccc1 (stereo not given) | 104.0 | 1.1
CCOC(=O)c1cc2c(=O)n3ccccc3nc2n(Cc2ccco2)c1=NC(=O)c1ccccc1OC | 105.0 | 0.1
CCc1ccccc1NS(=O)(=O)c1ccc2[nH]cc(C(=O)N3CCCCC3)c(=O)c2c1 | 104.0 | -1.3
Cc1ccc(NC(=O)CN2C(=O)CSCC2=O)cc1 | 104.0 | 0.4
CCCCn1c(SC(C)C(N)=O)nc2cc(S(N)(=O)=O)ccc21 (stereo not given) | 102.0 | 0.1
COc1ccc(N(CCC#N)S(=O)(=O)c2cccc3nsnc23)cc1 | 103.0 | 0.2
CCCCNc1cc(NC2CCCCC2)c2c3c(onc13)-c1ccccc1C2=O | 117.0 | 1.5

Nothing new here: entries from further up.
mol | PV pol inh | PV pol inh FP z-score
CCCCn1c(SC(C)C(N)=O)nc2cc(S(N)(=O)=O)ccc21 (stereo not given) | 102.0 | 0.1
COc1ccc(N(CCC#N)S(=O)(=O)c2cccc3nsnc23)cc1 | 103.0 | 0.2
CCCCNc1cc(NC2CCCCC2)c2c3c(onc13)-c1ccccc1C2=O | 117.0 | 1.5

Further structures follow.
mol | PV pol inh | PV pol inh FP z-score
CCOc1ccc(S(=O)(=O)n2ccc(C)n2)c2ccccc12 | 104.0 | 0.5
Cc1ccc2c(CC(=O)NNc3c(F)c(F)c(F)c(F)c3F)coc2c1 | 101.0 | -0.3
CCn1cc(CN(C(=O)Nc2cccc(OC)c2)C2CCCCC2)c2ccccc21 | 105.0 | 1.8
Cc1ccccc1CN1C(=O)c2ccccc2Sc2ccc(C(=O)NCCc3ccccc3)cc21 | 105.0 | -1.3
CCOC(=O)Cn1nc(C)c(NC(=O)c2ccc(OC)cc2)c1C | 99.0 | -1.1
CC(C)OC(=O)CN1CCN(C2CCCCC2)CC1 | 100.0 | 0
CCc1nc2c(sc3nc(C)cc(C)c32)c(=O)o1 | 102.0 | 0.6
O=C(CNC(=O)c1ccc(Br)cc1)NC1=NCCS1 | 100.0 | 0
COc1cc(CN(C)Cc2cc3c(cc2O)OCO3)ccc1OC(F)F | 103.0 | -0.2
COc1cc(CC(=O)N=c2sc3ccccc3n2C)cc(OC)c1OC | 102.0 | -0.1
COc1cccc(NC(=O)Cn2ncc3c4ccccc4n(C)c3c2=O)c1 | 104.0 | 0.8
CCN1CCN(c2ccc(NC(=O)/C=C/c3ccccc3)cc2)CC1 | 103.0 | 0
O=C(Cn1cnc2onc(-c3ccc(F)cc3)c2c1=O)N1CCN(Cc2ccc3c(c2)OCO3)CC1 | 104.0 | 0.4
CCC(=O)NC(Nc1sc2c(c1C(=O)OC)CCC2)(C(F)(F)F)C(F)(F)F | 105.0 | 0.1
CC(C)C(NC(=O)c1ccc(CN2CCN(c3ccccc3)CC2)cc1)C(C)C | 99.0 | -0.7
C/C=C(\C)CN(C)CCc1ccccn1 | 101.0 | 0.3

Further results.
SMILES,PV pol inh,PV pol inh FP z-score
Cc1ccccc1NC(=O)c1ccc(F)c(S(=O)(=O)N2CCc3ccccc3C2)c1,105.0,-0.5
CSc1nc(-c2ccccc2)c(C#N)c(N2CCCCC2)n1,100.0,-0.8
CC1CCCN(C(=O)COC(=O)c2ccc(N(C)C)cc2)C1 (stereo not given),104.0,0.1
O=S(=O)(c1ccccc1)c1nc(-c2ccco2)oc1N1CCCCC1,104.0,0
CC1CC(C)CN(C(=O)c2ccc3c(c2)N(Cc2ccc(F)cc2)C(=O)c2ccccc2S3=O)C1 (stereo not given),99.0,-1.2
CCc1ccc(-n2nc3ccc(NC(=O)c4cc5ccccc5o4)cc3n2)cc1,108.0,0.9
NC(=Nc1ccc(Br)cc1)c1ccccc1,99.0,0
CN1CCN(S(=O)(=O)c2cccc(C(=O)C(C#N)c3ccccn3)c2)CC1 (stereo not given),98.0,-0.4
COc1ccc(-c2cc3nc(C)c(CCC(=O)NC4CCCCC4)c(C)n3n2)c(OC)c1,119.0,3.3
COc1ccccc1CNC(=O)CCCn1c(=O)c2ccccc2n(Cc2ccccc2C#N)c1=O,100.0,-1.7
COc1ccc(O)c(C=NCC(C)N=Cc2cc(OC)ccc2O)c1 (stereo not given),102.0,0.2
CCOCN(C(=O)Cn1c(C)nc2ccccc21)c1c(C)cccc1CC,110.0,1.3
OCCCCNC1CCCCC1,102.0,0.2
O=C(/C=C/c1ccc(Cl)cc1)Nc1nc(-c2cccs2)ns1,99.0,-0.4
Nc1c(C(=O)Nc2ccccc2Br)sc2nc(-c3cccs3)ccc12,120.0,1.5
N#Cc1ccc(NC(=O)Cc2ccc3c(c2)OCCO3)cc1,106.0,0.7
CN(Cc1cccnc1)C(=O)CNS(=O)(=O)c1cccc(C(F)(F)F)c1,110.0,0.2
O=S(=O)(Nc1ccc(-c2nc3cccnc3s2)cc1)c1ccccc1,101.0,-0.2
COc1cc(C=C(C#N)C#N)ccc1O,98.0,-0.1
CCOC(=O)c1[nH]c2ccc(OC)cc2c1C(SCC(=O)O)c1ccc(C(F)(F)F)cc1 (stereo not given),104.0,0.7
NC(Cc1ccccc1)c1ccc2c(c1)OCCO2 (stereo not given),108.0,0.5
O=C(Nc1cccc(-c2nc3ccccc3[nH]2)c1)c1cccc(NC(=O)c2ccco2)c1,102.0,0.4
CN(C)C(CN)Cc1ccccc1 (stereo not given),104.0,-0.3
CCOC(=O)c1c(C)sc2c1Nc1cc(Cl)ccc1S2,104.0,0.6
Cn1cnc(-n2oo2)c1C#N,103.0,-0.1
OC1CCC(C2CC3CCC2C3)CC1O (stereo not given),95.0,-1.8
Cc1cc(N)n(-c2ccccc2C(=O)O)n1,101.0,0
Oc1ccc(C2(c3ccc(O)cc3)CCCC2)cc1,98.0,-1.3
C=CCN(C(=O)c1ccc2c(c1)nnn2C)c1ccccc1,102.0,0.1
COc1ccccc1-c1nnc(SCC(=O)c2ccc(Cl)cc2)n1-c1ccccc1,106.0,0.3
COC(=O)c1c(NC(=O)CCCOc2ccc(C)cc2)sc2c1CCCC2,95.0,-1.6
O=C(Nc1ccccc1)NC1CC2CCC(C1)N2Cc1nnnn1Cc1ccc2c(c1)OCO2 (stereo not given),100.0,-0.3
Cc1sc2nc(C(C)Sc3nnc(-c4ccc5c(c4)OCO5)o3)[nH]c(=O)c2c1C (stereo not given),110.0,1
N#Cc1ccccc1CSc1nnc2ccc3ccccc3n12,107.0,0
COC(=O)c1ccccc1S(=O)(=O)/C(C#N)=C/Nc1nc(C)cc(C)n1,102.0,-0.7
N#CCSc1ccccc1NC(=O)CN1CCc2sccc2C1c1cccs1 (stereo not given),49.0,-6.5
COc1ccc(S(=O)(=O)N2CCC(C(=O)Nc3ccccc3C(F)(F)F)CC2)cc1C,102.0,1
CCOc1ccc(S(=O)(=O)N2CCN(C(=O)CNC(=O)c3cccs3)CC2)cc1,98.0,-0.6
CC(N)c1ccccc1OC(F)F (stereo not given),105.0,1
Cc1ccc(Cn2cc3c(n2)-c2c(oc(C(=O)Nc4ccc(F)cc4F)c2C)CC3)cc1,111.0,0.7
COc1cc(C2NC(=O)NC(C)=C2C(=O)Nc2cc(C)cc(C)c2)ccc1O (stereo not given),113.0,0.4
O=C(Nc1ccc2c(c1)OCCO2)c1ccc(Br)o1,103.0,0.3
CCOc1cc(-c2nc(-c3cc4cc(C)ccc4nc3OC)no2)cc(OCC)c1OCC,102.0,-0.2
O=S(=O)(NCc1ccccc1)c1ccc2[nH]c3c(c2c1)CCCCC3,114.0,1.3
Cc1ccc(-c2cc(C(=O)Nc3cc([N+](=O)[O-])ccc3C)no2)cc1F,110.0,0.6
COc1cccc(CNC(=O)[C@@H](NS(=O)(=O)c2ccccc2)C(C)C)c1,102.0,0.1
COc1ccc2oc(C(=O)OCC(=O)c3ccc(F)cc3)c(C)c2c1,105.0,0.2
CC(C)c1ccc(NC(=O)Cn2c(=O)n(CCc3ccccc3)c(=O)c3ccccc32)cc1,108.0,0.8
Cc1ccc(C(=O)NCCc2ccccc2)cc1,105.0,0.1
CCc1nnc(SCC(=O)Nc2ccc(OC)c(OC)c2)c2cc3occc3n12,105.0,-0.4
CCOc1ccc(-n2c(CN(CC)CC)nc3ccccc3c2=O)cc1,104.0,1.3
Nc1nnc(CCN2CCCC2)s1,102.0,0.2
O=C(Cn1c(C(=O)OCCO)cc2ccccc21)c1ccccc1,101.0,-0.2
CCOc1ccc(C(=O)NCC(=O)NCC2CCCCC2)cc1OCC,108.0,0.7
CCCc1cc(=O)[nH]c(Nc2cc(C)cc(C)c2)n1,108.0,0.3
Cc1ccccc1-n1nnnc1SCC(=O)N(Cc1cccs1)c1ccc2c(c1)OCCO2,112.0,0.4
CCc1cccc(OCC(=O)O)c1,101.0,-0.1
CN(Cc1ccccc1)Cn1c(=S)oc2ccc(Cl)cc21,104.0,0.1
COc1cc2c(cc1OC)C(COc1ccc3c(C)cc(=O)oc3c1)N(C(=O)c1ccccc1F)CC2 (stereo not given),107.0,0.5
CC1=CC(=C(C#N)C#N)C=C(C)N1c1ccc(I)cc1,103.0,0.2

Next compounds follow:
SMILES,PV pol inh,PV pol inh FP z-score
O=C(NCc1ccccc1Cl)c1nnc(Cc2cccc(F)c2)o1,103.0,-0.6
CCOc1ccccc1-n1c(C)nc2cc(C(=O)O)ccc21,105.0,0
CC1CN(C(=O)Nc2ccc(C(=O)NCc3ccccc3F)cc2)c2ccccc2S1 (stereo not given),108.0,0.5
COc1ccc(Cl)cc1Nc1nc2ccc(C(=O)c3ccccc3)cc2n2cnnc12,111.0,1
COc1ccc(F)cc1NC(=O)C1CCN(c2nc(-c3ccc(OC)c(OC)c3)no2)CC1,95.0,-1.2
N#Cc1c(-c2ccc3c(c2)OCO3)cc(-c2ccccc2O)[nH]c1=O,120.0,2.9
COc1ccc(-c2nc(CSCC(=O)N3CCN(c4ccc(F)cc4)CC3)c(C)o2)cc1,100.0,-0.8
Cc1ccc(-c2csc(=N)n2-c2ccccc2)cc1,100.0,-0.5
O=C1OC2CC3CC(C2)CC1C3,98.0,-0.9
COc1ccc(OC)c(C2C(C(=O)Nc3ccc(C)cc3C)=C(C)Nc3c(C(=O)Nc4ccc(F)cc4)cnn32)c1 (stereo not given),107.0,0.3
CC1(C)CC(=O)C(C=NCCC(=O)O)=C(O)C1,104.0,0.3
CC/C(=N\NC(N)=O)c1cc(F)ccc1O,101.0,0.1
CCn1c(=O)c(=O)n(CC)c2cc(S(=O)(=O)NC3CCCCC3)ccc21,102.0,0.3
CCOc1ccccc1NC(=O)Cn1cnc2sc(C)c(S(=O)(=O)N3CCC(C)CC3)c2c1=O,108.0,0.5
CCc1ccc(CNC(=O)c2ccc(Sc3ccc(C)cc3)c(NC(C)=O)c2)cc1,101.0,-0.6
Cc1ccc2c(c1)c1nc3n(c(=O)c1n2CC(=O)N1CCCC1)CCS3,101.0,-0.1
COC(=O)N1N=C(c2ccccc2)CC1(O)C(F)(F)F (stereo not given),99.0,-0.9
O=C(Nc1cccc(Cl)c1)c1csnn1,98.0,-0.5
Cc1ccc(CNc2ncnc3onc(-c4ccc(F)cc4)c23)cc1,102.0,-0.1
